# LMPTP inh: LMPTP (human) inhibition | P24666 | inhibition, % at 20 µM | 360,000 tested, 0.22% active | recombinant LMPTP-A, OMFP fluorogenic substrate, fluorescence intensity;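 active means compounds that cut the enzyme signal by at least half of the control window in the single-dose screen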;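 further: plate controls were DMSO wells with enzyme plus substrate for no effect and substrate without enzyme for full effect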
# Target sequence (P24666 whole entry, looked up): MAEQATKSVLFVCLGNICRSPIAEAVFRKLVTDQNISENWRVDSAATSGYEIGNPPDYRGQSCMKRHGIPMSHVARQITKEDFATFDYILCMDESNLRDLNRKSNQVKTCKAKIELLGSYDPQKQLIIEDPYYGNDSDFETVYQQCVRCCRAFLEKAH
#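 Buffer or medium: Bis-Tris pH 6.0, DTT, detergent; Assay system: LMPTP-A enzyme; Quantity: 0.625 nM enzyme; Detection: endpoint fluorescence intensity; Times: 50 min dark incubation at room temperature; Controls: substrate-only low control, DMSO enzyme-plus-substrate high control; Doses: single 20 µM dose; Read-out: percent inhibition versus substrate-only and uninhibited controls; Reagent: 400 µM OMFP.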
# STEP inh: blocks human striatal-enriched tyrosine phosphatase; P54829; recombinant STEP, OMFP fluorogenic substrate, fluorescence; inhibition, % at 20 µM; 360,000 tested, 0.25% active; AID 588621;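 active means inhibition at 20 µM, scaled per plate between control wells, above about 37%, limit read from the data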;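 further: 0% = DMSO with enzyme and substrate and 100% = substrate only without enzyme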
# Target sequence (P54829 whole entry, looked up): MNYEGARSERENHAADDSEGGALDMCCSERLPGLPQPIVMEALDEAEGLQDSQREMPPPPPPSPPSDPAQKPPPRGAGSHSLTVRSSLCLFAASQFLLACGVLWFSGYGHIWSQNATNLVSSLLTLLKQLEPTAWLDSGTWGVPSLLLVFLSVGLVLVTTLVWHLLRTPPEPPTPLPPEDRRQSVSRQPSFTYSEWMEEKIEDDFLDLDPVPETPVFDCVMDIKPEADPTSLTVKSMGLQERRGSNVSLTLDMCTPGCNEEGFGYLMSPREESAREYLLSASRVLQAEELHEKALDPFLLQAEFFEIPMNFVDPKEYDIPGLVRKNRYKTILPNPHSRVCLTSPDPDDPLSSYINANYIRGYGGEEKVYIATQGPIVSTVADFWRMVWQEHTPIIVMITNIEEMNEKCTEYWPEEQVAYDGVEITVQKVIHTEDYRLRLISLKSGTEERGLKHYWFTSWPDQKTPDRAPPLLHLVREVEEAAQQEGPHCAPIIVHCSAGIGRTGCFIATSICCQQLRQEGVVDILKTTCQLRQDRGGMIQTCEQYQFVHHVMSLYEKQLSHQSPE
#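 medium = Bis-Tris buffer pH 6.0, 2.5 mM DTT, 0.005% Tween 20 | test system = STEP (striatal-enriched tyrosine phosphatase) enzyme, cell-free | measure = normalized % inhibition | compound dosing = 20 µM, 1% DMSO | also added = 25 µM OMFP | schedule = reaction 20 min, ambient temperature | measured by = fluorescence read at 480 nm ex / 540 nm em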
# TbMetRS inhib: Trypanosoma brucei MetRS inhibition; purified T. brucei MetRS, ATP depletion, Kinase-Glo luminescence; inhibition, % at 11.9 µM; 360,000 tested, 0.4% active;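 active means inhibition above a per-plate cutoff of the control wells' mean inhibition plus 3 SD, cut at about 5.5% in these data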;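 further: 0% = DMSO wells median and 100% = median of wells with control inhibitor compound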
#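 Material: parasite MetRS enzyme / Replication: singlicate, one well per compound / Signal: luminescence of leftover ATP / Schedule: 2 h aminoacylation at 25 °C after 15 min preincubation / Medium: HEPES-MgCl2-KCl buffer plus DTT, spermine, BSA, pyrophosphatase / Doses: 11.9 µM single point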
# NadD block: blocks S. aureus nicotinate mononucleotide adenylyltransferase; purified NadD enzyme, colorimetric absorbance read-out; inhibition, % at 20 µM; 360,000 tested, 0.78% active; AID 602399; in the data active means inhibition above about 26%; further: some compounds past the cut are filed as inactive
# DNMT1 block: inhibitors of human DNMT1 | 360,000 tested, 0.83% active | P26358 | DNMT1 molecular beacon, Hinp1I cleavage, fluorescence | inhibition (reported as % activation of signal), % at 10 µM; in the data active means inhibition above about 50%
# CSN inh: CSN deneddylation inhibition. Q92905. Purified CSN, SCF-Nedd8-OG deneddylation, fluorescence polarization. inhibition, % at 12.5 µM. 360,000 tested, 0.38% active. AID 651999;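 active means pattern-corrected inhibition above about 35%, with an unprinted fluorescence ratio check between 0.5 and 1.5, limit read from the data, passing the limit was not always enough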;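 further: 0% = enzyme with substrate and 100% = substrate without enzyme; some results filed as inactive read as strong as hits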
# Target sequence (Q92905 whole entry, looked up, one chain of several): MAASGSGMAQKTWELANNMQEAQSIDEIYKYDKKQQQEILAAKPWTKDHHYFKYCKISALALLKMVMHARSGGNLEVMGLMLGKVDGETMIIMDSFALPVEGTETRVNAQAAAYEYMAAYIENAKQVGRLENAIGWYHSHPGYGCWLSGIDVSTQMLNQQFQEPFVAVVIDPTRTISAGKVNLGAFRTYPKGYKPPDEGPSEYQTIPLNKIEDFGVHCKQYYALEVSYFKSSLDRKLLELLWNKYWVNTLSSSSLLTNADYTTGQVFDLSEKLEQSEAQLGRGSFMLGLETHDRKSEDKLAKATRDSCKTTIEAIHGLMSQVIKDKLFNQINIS
#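 Test system: Human Csn5 produced in HEK293T cells | Compound: 12.5 µM single point | Times: 90 min, room temperature | Signal: Fluorescence polarization readout | Read-out basis: % inhibition of substrate cleavage by Csn5 | Controls: no-enzyme wells high, enzyme-with-substrate wells low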
# Rpn11 block: Rpn11 (human) deubiquitinase inhibition. O00487. human 26S proteasome, Ub4-pepOG fluorescence polarization; 20S core pre-blocked with epoxomicin. calls only at 20 µM. 360,000 tested, 0.59% active. AID 588493;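 active means inhibition at 20 µM, scaled to each plate's controls, above about 33%, limit read from the data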
# MLLE-PAM2 inh: inhibitors of microRNA-mediated deadenylation, human PABP1 MLLE binding; GST-MLLE / FITC-PAM2 fluorescence polarization; inhibition, % at 20 µM; 360,000 tested, 0.36% active; in the data active means inhibition above about 35%, passing the limit was not always enough;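 further: plate controls were DMSO wells with GST-MLLE for no effect and wells lacking GST-MLLE protein for full effect; some results filed as inactive read as strong as hits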
# SUMO1 PPI mod: SUMO1-SIM interaction modulation. inhibition, % at 20 µM. P63165. SUMO1 binding to a labelled peptide, TR-FRET, 1 h. 360,000 tested, 0.33% active; in the data active means inhibition above about 37%
# Scp-1 inhibitor: blocks human Scp-1 phosphatase activity; 340,000 tested, 0.88% active; inhibition, % at 20 µM; Recombinant Scp1, phosphopeptide, malachite green phosphate absorbance; AID 493091;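 active means inhibition above about 50% at 20 µM, limit read from the data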;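 further: plate controls were DMSO wells with enzyme for no effect and wells lacking enzyme for full effect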
#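 assay system = SCP-1 phosphatase catalytic domain, residues 76-261 | buffer or medium = 50 mM Tris acetate pH 5.5, 0.005% Tween-20, 10 mM MgCl2 | incubation = enzyme reaction 45 min at room temperature, colour 5 min, stabilisation 30 min | signal = Phosphate-binding colour reagent, absorbance read at 630 nm | measure = % inhibition at 20 µM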
# Numbers without * were called inactive; i = inactive; / = not tested or not shown; + = active, no number.
SMILES,LMPTP inh,STEP inh,TbMetRS inhib,NadD block,DNMT1 block,CSN inh,Rpn11 block,MLLE-PAM2 inh,SUMO1 PPI mod,Scp-1 inhibitor
O=c1c(/C=N/Nc2ccccc2)c(Sc2nnnn2-c2ccccc2)nc2ccccn12,3.9,-17,-0.9,31*,-5,45,/,22,-22,-7
Cc1occc(=O)c1OCc1ccc(F)cc1,-1.3,-3,-0.3,-4,-1,-3,i,-3,-1,-10
O=C(Nc1cnc2ccccc2c1)C1COc2ccccc2O1 (stereo not drawn),0.9,15,-0.1,-2,3,10,i,-2,7,-12
CN(CCOc1ccccc1)C(=O)c1ccc(OC2CCN(C(=O)C3CC3)CC2)cc1,-0.8,-2,-0.4,-3,-1,-1,i,4,2,-8
Cc1csc(NC(=O)C2CCN(C(=O)CSc3nnc(C)n3Cc3ccccc3)CC2)n1,-1.9,-4,-0.1,2,0,2,i,-16,8,-5
CN(C)c1ccc(CN(CC2CCCO2)C(=O)c2cccs2)cc1 (stereo not drawn),1.1,2,0.7,5,0,1,i,3,-3,-3
FC(F)(F)c1ccc(/C=N/n2c(C3CCCCC3)n[nH]c2=S)cc1,3.6,4,-1.0,-4,2,-4,i,-115,3,-4
O=C(OCC(=O)N1CCc2ccccc21)c1cccnc1,0.2,-1,0.2,3,1,-2,i,-2,0,-3
Cc1ccc(S(=O)(=O)NC(Cc2ccc(Cl)cc2)C(=O)O)cc1 (stereo not drawn),-1.3,-1,-0.6,-2,1,-5,i,0,-3,-1
COC(=O)CSC1=C(C#N)C(c2sccc2C)CC(=O)N1 (stereo not drawn),-0.2,4,-0.5,1,0,4,i,-8,2,-11
CC(=O)N1CCc2c(sc(NC(=O)Cc3ccccc3)c2C#N)C1,-0.8,1,-0.3,0,5,5,i,18,4,-8
COc1ccccc1N(CC(=O)Nc1c(C)n(C)n(-c2ccccc2)c1=O)S(=O)(=O)c1ccccc1,3.8,-4,-0.4,-4,5,0,i,1,1,-14
COc1ccccc1N=C1SCC(=O)N1c1ccccc1OC,0.6,2,-0.1,-6,0,-10,i,25,3,-5
CC(=O)C1(C)C(=O)N(c2ccc(F)cc2)C(=O)N1c1ccc(F)cc1 (stereo not drawn),-1.1,-1,-0.3,1,2,3,i,0,2,-3
O=C(Nc1ccc(OC(F)(F)F)cc1)Nc1cccc([N+](=O)[O-])c1,2.2,-2,0.0,-13,-8,-2,i,-37,-13,-14
CN(CC(=O)Nc1ccc(N2CCOCC2)cc1)C(=O)CCCOc1ccc(Cl)cc1Cl,0.5,3,0.8,3,-15,4,i,7,2,-1
CCOc1ccc2c(CC)cc(=O)oc2c1OCC,-1.4,2,-0.1,0,-1,1,i,3,-1,-4
O=C(/C=C/c1ccc([N+](=O)[O-])cc1)c1ccccc(=O)c1O,16,3,0.4,9,13,18,+,25,-18,2
Cc1ccc(S(=O)(=O)N2CCC(C(=O)NNC(=O)c3ccncc3)CC2)cc1,-1.6,-1,0.0,7,2,8,i,-3,0,1
CCOC(=O)Cc1nnc(Nc2cccc(C)c2)c2ccccc12,0.4,1,-1.2,-5,2,3,i,7,0,-5
COc1ccc(/C=N\NC(=O)c2ccc(Cn3cc(Br)c([N+](=O)[O-])n3)o2)c(OC)c1C,1.2,4,-1.3,14,-2,-3,i,-3,-4,-1
COCCNC(=O)c1cc2nc(-c3ccccc3)cc(C)n2n1,-0.6,3,-0.9,-6,2,2,i,-1,-4,-3
COc1ccc(S(=O)(=O)N2CCN(C)CC2c2ccccc2)cc1 (stereo not drawn),-4.1,-2,-0.3,-3,1,4,i,8,3,-4
O=C(NN1CCN(Cc2ccccc2)CC1)c1ccc(Cl)cc1,-1.2,-2,-0.3,-3,2,2,i,1,-3,-4
CCOC(=O)N1CCN(CC(O)COCCC23CC4CC(CC(C4)C2)C3)CC1 (stereo not drawn),-0.7,1,-0.9,-2,-5,2,i,3,-3,-13
CCCc1nnc(NC(=O)C2CCN(C(=O)c3ccco3)CC2)s1,1.1,0,-1.4,5,0,6,i,9,0,-1
Cc1ccc(CCNC(=O)c2ccc(CS(=O)(=O)c3ccccc3C)o2)cc1,0.3,1,-0.5,-5,0,0,i,7,5,-7
CC(=O)Nc1ccc(S(=O)(=O)N=S(C)(C)=O)cc1,-0.5,-1,-0.9,5,6,-7,i,-7,8,-2
Cc1nc2cc(N3CCN(C)CC3)c(NC(=O)Cc3ccccc3)cc2c(=O)n1Cc1ccccc1,1.5,0,-0.9,-9,0,-4,i,-3,-3,3
CCOc1ccccc1C(=O)NCC(=O)N(C)Cc1ccccc1C,-0.1,2,0.3,-4,4,-4,i,-2,1,5
CCc1nc(Nc2ccc(OC)c(OC)c2)c2nnn(Cc3ccccc3Cl)c2n1,5.0,4,-0.7,-6,105*,-2,i,-10,0,9
Cc1cccc(NC(=O)c2cccs2)n1,0.2,3,-0.7,4,2,7,i,0,-2,-8
O=C(CCCC(=O)N/N=C/c1ccccc1C(=O)O)N/N=C/c1ccccc1C(=O)O,-0.8,0,-0.7,-4,0,-3,i,-19,4,-9
COc1ccc(/C(O)=C2\C(=O)C(=O)N(Cc3ccco3)C2c2ccc(OC)cc2OC)cc1 (stereo not drawn),11,3,-0.8,7,-5,1,i,10,-5,5
CCC(C)NC(=O)COC(=O)c1csc2c1CCCC2 (stereo not drawn),0.6,-2,-0.7,-1,2,2,i,6,-1,2
Cc1ccc(S(=O)(=O)c2cccc(S(=O)(=O)N3CCOCC3)c2)cc1S(=O)(=O)N1CCOCC1,-2.1,0,0.0,3,-2,6,i,-2,-1,-3

# 6 compounds out of the list above, arranged by their value in LMPTP inh, smallest number first:
SMILES,LMPTP inh
Cc1ccc(S(=O)(=O)c2cccc(S(=O)(=O)N3CCOCC3)c2)cc1S(=O)(=O)N1CCOCC1,-2.1
CCOC(=O)N1CCN(CC(O)COCCC23CC4CC(CC(C4)C2)C3)CC1 (stereo not drawn),-0.7
CC(=O)Nc1ccc(S(=O)(=O)N=S(C)(C)=O)cc1,-0.5
CCOc1ccccc1C(=O)NCC(=O)N(C)Cc1ccccc1C,-0.1
CCCc1nnc(NC(=O)C2CCN(C(=O)c3ccco3)CC2)s1,1.1
CCc1nc(Nc2ccc(OC)c(OC)c2)c2nnn(Cc3ccccc3Cl)c2n1,5.0

# (next part)
SMILES,LMPTP inh,STEP inh,TbMetRS inhib,NadD block,DNMT1 block,CSN inh,Rpn11 block,MLLE-PAM2 inh,SUMO1 PPI mod,Scp-1 inhibitor
O=C(COc1cccc(Br)c1)Nc1ccc(N2CCOCC2)cc1N1CCOCC1,0.6,-1,-0.1,-1,-12,4,i,1,-1,-2
CCCN1CCN(C(=O)c2ccccc2-c2nc3ccccc3s2)CC1,-0.4,-2,-1.1,-1,-2,-12,i,23,7,-3
CC(C)C(CCNC1CCN(C)CC1)c1ccc(Cl)cc1 (stereo not drawn),-6.5,0,-1.1,-8,-1,2,i,17,-11,-19
O=C(O)COCC(=O)Nc1ccc(-n2nc(C(F)(F)F)cc2-c2cccs2)cc1,-1.0,2,0.9,0,-2,-2,i,-4,2,-15
C=CCNS(=O)(=O)c1ccc(N2C(=O)c3ccccc3C2=O)cc1,0.0,-1,0.0,-2,-2,-4,i,-5,-19,-11
CCC(C)c1ccc(NC(=S)NCCn2cc(Cl)cn2)cc1 (stereo not drawn),0.7,3,0.2,-10,2,-7,i,-1,2,-9
COCCCNC(=O)COC(=O)c1ccc(-c2nc3ccccc3s2)s1,-0.3,0,0.7,-4,1,2,i,0,-23,-8
O=[N+]([O-])c1ccc(O)c(CNCc2ccccc2)c1,-0.8,-2,-0.2,1,-6,2,i,-6,-19,-8
CCN1CCN(c2ccc(S(=O)(=O)N3CCOCC3)cc2NC(=O)c2sccc2C)CC1,0.0,-2,-0.2,1,-2,0,i,-11,0,-4
CC(C)Cn1c(SCC(=O)NC(=O)NC2CCCC2)nc2ccccc21,1.1,0,-1.1,-3,7,7,i,-6,2,-1
Cc1cc(C)nc(Nc2ccc(C(=O)O)cc2)n1,-1.6,1,-0.6,3,1,-1,i,-6,3,-5
Brc1ccccc1/C=N/N1CCCCC1,0.3,1,0.2,-6,-1,-1,i,4,-4,-3
COC(=O)c1c(-c2ccc(F)cc2)csc1NC(=O)C1CCCO1 (stereo not drawn),0.0,-4,-0.7,-12,1,-7,i,2,3,-7
COc1ccc2cc1Oc1ccc(cc1)C[C@H]1c3c(cc4c(c3Oc3cc5c(cc3OC)CCN(C)[C@@H]5C2)OCO4)CCN1C,28,3,-0.8,8,-26,1,i,-12,-22,-9
Cc1c(CN2CCN(CC(C)(C)C)C(CCO)C2)[nH]c2ccccc12 (stereo not drawn),-1.7,2,-0.3,-10,0,-7,i,8,1,-8
COc1cccc(-c2nnc3sc(-c4ccccc4)nn23)c1,-0.3,1,-0.5,0,-3,1,i,14,-18,-11
CS(=O)(=O)Nc1cccc(NC(=O)c2ccc(-n3ccnc3)c3ccoc23)c1,1.5,-3,-0.6,7,29,5,i,8,20,/
COc1ccc(-c2nn(-c3ccccc3)cc2/C=N/Nc2ccccn2)cc1OC,6.8,0,0.1,31*,-30,-4,i,-3,1,1
CCOC(=O)C1=C(CC)Nc2ccccc2N/C1=N\S(=O)(=O)c1cc(Br)ccc1Br,2.3,2,-0.7,2,23,1,i,-18,2,-6
O=C(c1ccc(C(F)(F)F)cc1)C1CCCN(C(=O)Cn2cncn2)C1 (stereo not drawn),-0.9,1,-0.2,2,1,-2,i,-7,-4,-5
NC(=O)C1(N2CCCCC2)CCN(S(=O)(=O)c2cc(Cl)sc2Cl)CC1,-1.8,3,-0.5,-4,8,-1,i,-6,3,-11
c1csc(CNCCN2CCOCC2)c1,-2.4,-1,-1.2,-3,1,0,i,1,-2,3

# Structures listed so far marked active in DNMT1 block:
compound | LMPTP inh | TbMetRS inhib | NadD block | DNMT1 block | CSN inh | Rpn11 block | MLLE-PAM2 inh | SUMO1 PPI mod | Scp-1 inhibitor
CCc1nc(Nc2ccc(OC)c(OC)c2)c2nnn(Cc3ccccc3Cl)c2n1 | 5.0 | -0.7 | -6 | 105* | -2 | i | -10 | 0 | 9

# Bioassay records deposited in PubChem by several laboratories.
